Compound activity (PubChem BioAssay)
BRCA1 expr act = increases BRCA1 expression | MCF7-BRCA1-FFLuc reporter, luminescence, 48 h; response scale: scaled: vehicle 0%, 10 µM genistein 100% | Potency, µM (doses to about 46.1 µM), without a hit: at the top dose activation, most hits filed as activators | hit rate 1.1% among 380,000; active = well fitted activation curve with a large enough effect; note: nearly all actives have a fitted effect of over 80% in size; some results filed as inactive show a strong effect at the top dose
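48 h compound treatment of MCF7-BRCA1-FFLuc cells (phenol-red free MEM, 37 °C), then 15 min with luciferase substrate and luminescence imaging.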
Starred values were filed as active, the others as inactive; & = joins results of further samples. Potency is the fitted concentration of half-maximal effect. This is a subset. The share of hits here may be higher or lower than overall.

SMILES | BRCA1 expr act
CC1(C(=O)NCc2cccc(C(F)(F)F)c2)CCN1C1Cc2ccccc2C1 (centres undefined) | -17.5%
CCCn1c(=S)[nH]c2cc(C(=O)N3CCN(c4ccccc4)CC3)ccc2c1=O | 8.3%
Nc1nc(=S)c2snnc2[nH]1 | 2.1%
COc1ccc(-c2cc(N3CCN(CCO)CC3)n3nccc3n2)cc1 | 9.1%
C[C@@H]1CN([C@@H](C)CO)C(=O)CCCn2nncc2CO[C@@H]1CN(C)S(=O)(=O)c1ccc2ccccc2c1 | 0.6%
O=C(Nc1ccn(CCCN2CCN(Cc3ccc(F)cc3)CC2)c(=O)n1)OCc1ccccc1 | 7.8%
COc1cccc(-c2ccc(CN3C(C)C(=O)N(Cc4cn(Cc5ccco5)nn4)CCS3(=O)=O)cc2)c1OC (centres undefined) | -43.1%
CCN(CC)C(=O)C1=C(C)N(CCCN2CCCC2=O)C(=O)C(CC(=O)NC(c2ccccc2)c2ccccc2)C1 (centres undefined) | 0.8%
CCCCC1CC2=C(C(=O)OC(C)(C)O2)C(c2ccc(Cl)cc2)O1 (centres undefined) | 3.3%
Cc1ccccc1CC(=O)Nc1ccc2c(c1)c(=O)n(C)n2-c1ccccc1F | 4.4%
O=C(Nc1nnc(-c2ccco2)o1)c1ccc(Br)s1 | -8.5%
COc1ccc(-c2cc(NC=O)c3ncc(-c4cccc(C(=O)NCCN(C)C)c4)n3c2)c(OC)c1 | -13.4%
CCOC(=O)C1CCCN(C(=O)Cc2ccc(OC)c(OC)c2)CC1 (centres undefined) | -5.5%
CCOC(=O)C1=C[C@@H](C2CCCC2)N(S(=O)(=O)c2ccc([N+](=O)[O-])cc2)[C@H]1c1ccccc1 | 0.0%
CSc1ccc(OC2(C)CCN(Cc3ccccc3)C2)cc1 (centres undefined) | 6.6%
Cc1cc(C)n(CCNC(=O)[C@H]2O[C@@H](n3ccc(=O)[nH]c3=O)[C@H](O)[C@@H]2O)n1 | 8.4%
COc1ccc(CCN2C(=O)c3ccccc3C2c2nnnn2C(C)C)cc1OC (centres undefined) | 16.2%
COc1cc2nc(NC3CCN(Cc4ccccc4)CC3)nc(N3CCCN(C)CC3)c2cc1OC | -34.7%
Cc1cccnc1C(NC(=O)C1CCN(Cc2ccc(Cl)c(Cl)c2)CC1)c1ccc(Cl)cc1 (centres undefined) | -40.4%
CC1(C)CC(=Cc2cc(O)ccc2[N+](=O)[O-])C(=O)c2ccccc21 | -49.2%
CCCC(=O)N1CCC1(C)C(=O)NCc1ccc(C(C)C)cc1 (centres undefined) | 0.8%
COc1ccccc1Cc1c(C2CCCCC2)nc2cc(C)c(Br)c(C)n12 | -16.7%
CCc1nc2ccc(C(=O)Nc3ccc(C(N)=O)cc3)cn2c1N(C)CCC(C)C | -63.5%
O=C(NCc1ccccc1Cl)c1ccc2sc([C@@H]3O[C@H](CO)[C@H](O)[C@H](O)[C@H]3O)nc2c1 | 19.2%
COc1ccc(Cc2c(C3CCCCC3)nc3cc(C)c(Br)c(C)n23)c(C)c1 | -0.4%
CSc1ccccc1NC(=O)C1(C)CCN1C(=O)Cc1ccccc1Cl (centres undefined) | -0.2%
CC(C)(C)NC(=O)C1(C)CCC(=O)N1C1CCN(Cc2ccccc2)CC1 (centres undefined) | 20.2%
CC1(C(=O)NS(=O)(=O)c2ccc(Cl)cc2)CCN1C(=O)Cc1ccsc1 (centres undefined) | -2.2%
CNc1cc(C(=O)O)nc2ccccc12 | -61.2%
O=C(CO)c1c[nH]c2ccccc12 | 6.7%
CCCCNC(=O)C1(C)CCC(=O)N1CCOC (centres undefined) | 3.2%
Cc1cccc(CN(C)C[C@H]2OCc3cnnn3CCCC(=O)N([C@H](C)CO)C[C@@H]2C)c1 | -10.6%
CCN1C(=O)[C@@H]2[C@@H]3CN(S(=O)(=O)c4ccc(C)cc4)[C@@H](c4ccccc4F)[C@@H]3C(=O)C[C@@H]2C1=O | -15.6%
Clc1cccc(Cc2c(-c3cccc(Br)c3)nc3ccc(Br)cn23)c1 | 41.0%
Cc1ccc(C=NNC(=O)C(=O)Nc2ccc(Cl)c([N+](=O)[O-])c2)cc1 | 0.0%
C[C@H](CO)N1C[C@H](C)[C@@H](CN(C)C(=O)c2cnccn2)Oc2ncc(Br)cc2C1=O | -4.3%
CC(C)C[C@H]1CN([C@@H](Cc2ccccc2)CN2CCC[C@H]2CN2C(=O)C(=O)NC[C@@H]2Cc2ccc(O)cc2)C(=O)C(=O)N1CC1CCCCC1 | -0.9%
O=C1OC2C(O)COC23OC(O)CCC13O (centres undefined) | 13.9%
COc1ccccc1CNc1nc2cc(-c3sccc3C)sc2c(=O)n1C | 4.7%
Cc1cccnc1C(NC(=O)C1CCN(CCCOc2ccccc2)CC1)c1ccc(F)cc1 (centres undefined) | 0.0%
O=C(Nc1cccc2ccccc12)c1cnn2c1NC(=C1CC1)C=C2C(F)F | -19.7%
CN(C)c1ccc(/C=C/CNC[C@H]2O[C@@H](n3ccc(N)nc3=O)[C@H](O)[C@@H]2O)cc1 | 21.2%
c1cc(-c2ccc3c(c2)CCO3)n2cnnc2c1 | 0.0%
Cc1ccc(S(=O)(=O)N2CCOCC2)cc1NC(=O)COC(=O)C1CCC1 | 1.5%
Cc1cc(C)c(Cn2c(=O)[nH][nH]c2=O)cc1Cn1c(=O)[nH][nH]c1=O | -6.4%
CCCNC(=O)C1(C)CCN(Cc2ccc(Oc3ccccc3)cc2)C1 (centres undefined) | -20.5%
O=C(NCCc1ccccc1)Nc1nnc([C@@H]2C[C@H](O)[C@@H](CO)O2)s1 | 16.1%
CC(NC(=O)C1CCN(CCOc2ccc(Cl)cc2)CC1)c1cccc2ccccc12 (centres undefined) | -40.2%
CCc1ccc(C(O)c2ncc(-c3ccccc3C)[nH]2)cc1 (centres undefined) | 16.0%
COc1ccccc1C(=O)N1CCN(C(=O)[C@H]2O[C@@H](n3ccc(N)nc3=O)[C@H](O)[C@@H]2O)CC1 | 13.5%
CNc1nc(Oc2cccc(NC(C)=O)c2)c2sccc2n1 | -25.6%
Fc1cccc(Cc2c(-c3ccccc3)nc3c(Cl)cc(C(F)(F)F)cn23)c1 | 16.0%
C=CCNc1nc(NCc2ccc(N(C)C)cc2)c2sc(-c3ccccc3)cc2n1 | 0.3%
COc1ccc(N2CCCC2=O)cc1S(=O)(=O)N1CCOCC1 | -10.7%
CC1(c2nnnn2Cc2ccccc2)CCC(=O)N1CCCn1ccnc1 (centres undefined) | 6.4%
COCCCn1cc(CN2CC(N3CCN(CCO)CC3)CS2(=O)=O)nn1 (centres undefined) | 17.1%
COc1ccc(C(=O)NC2CC(C)(C)NC(C)(C)C2)cc1S(=O)(=O)N1CCOCC1 | 1.4%
COc1cccc(C(c2nnnn2C2CCCCC2)N2CCN(C/C=C/c3ccccc3)CC2)c1OC (centres undefined) | -20.4%
CCc1nc2ccc(C(=O)NCCc3ccccn3)cn2c1N(C)Cc1nccs1 | 6.0%
C[n+]1ccc2[nH]c3ccccc3c2c1 | 21.3%
(next part)
SMILES | BRCA1 expr act
N#CC(C(O)c1ccccc1)N1CCOCC1 (centres undefined) | 4.6%
COc1cc(/C=C/CNC[C@H]2O[C@@H](n3ccc(N)nc3=O)[C@H](O)[C@@H]2O)ccc1O | -0.3%
CCC(=O)N1CCC1(C)C(=O)Nc1cccc2c1CCCC2 (centres undefined) | 58.1%
O=C1Nc2ccccc2SC1=Cc1ccccc1 | 28.6%
CCOC(=O)c1ccc(CN2CCCC(C)(C(=O)NCCOC)C2)cc1 (centres undefined) | 5.6%
Nc1cc(N)[nH]c(=S)n1 | 5.5%
CCc1nc2ccc(C(=O)N3CCN(c4ccccc4)CC3)cn2c1N(CCC(C)C)CCN(C)C | -39.8%
O=c1[nH]c(=S)[nH]c2n[nH]nc12 | 13.5%
Cc1ccc(S(=O)(=O)N2C[C@H]3N(C(=O)OC(C)C)N(C(=O)OC(C)C)C[C@H](OC(=O)NC4CC4)[C@@]3(O)C2)cc1 | -14.7%
CC1Cc2ccccc2N1C(=O)COC(=O)c1ccco1 (centres undefined) | 12.9%
NC(=O)C1CCN(CC(=O)Nc2ccc3c(c2)OCO3)CC1 | 0.7%
CC(C)Cn1cc(-c2cncc3nccn23)cn1 | 13.7%
Cc1cccc(-c2cc(NC=O)c3ncc(-c4cccc(C(=O)N(C)C)c4)n3c2)c1 | -6.6%
COCCn1c(=S)[nH]c2cc(C(=O)NC3CCCC(C)C3C)ccc2c1=O (centres undefined) | 0.7%
Cc1ccc(C(c2nc3ccccc3[nH]2)n2c(-c3ccccc3)nc3ccccc32)cc1 (centres undefined) | 4.47µM*
COc1ccc(S(=O)(=O)N2CCC(C(=O)N[C@H](C(=O)NCc3ccccc3)C(C)C)CC2)cc1 | -14.3%
O=C(CCC(=O)OCCOc1ccccc1)OCCOc1ccccc1 | 15.0%
CC(=O)c1ccc(Nc2nc(C(N)c3ccccc3)cs2)cc1 (centres undefined) | 18.7%
O=C(O)CSc1c(Cl)c(=O)oc2ccc(Cl)cc12 | -10.8%
Oc1ccc(C[C@H]2CNC(=S)N2C[C@H]2CCCN2C[C@H](Cc2ccccc2)N2C[C@H](Cc3ccc(O)cc3)N(CC3CCCCCC3)C2=S)cc1 | -57.7%
CC(NC(=O)C1CC(=O)N(c2ccc3c(c2)OCCO3)C1)c1ccccc1 (centres undefined) | 21.3%
CC(=O)N1C[C@@H](CO)[C@@H](N(C)C(=O)C2CCCCC2)C[C@H]1c1ccccc1 | 12.4%
CN(C)c1ccc(/C=N\Nc2ccc([N+](=O)[O-])cc2[N+](=O)[O-])cc1Br | -21.1%
CCOC(=O)C(=O)N(C)c1c(CC)nc2c(OCc3cccc(Cl)c3)cccn12 | -5.4%
CCN(CC)C(=O)c1cccc(-c2csc(C(O)c3ccc(OC)cc3)n2)c1 (centres undefined) | -17.0%
COc1ccc(C)cc1S(=O)(=O)NCc1ccccn1 | -2.6%
NC(Cc1ccc(C(F)(F)F)cc1)c1csc(Nc2ccc(C(=O)c3ccccc3)cc2)n1 (centres undefined) | -75.4%
CC(=O)C1=CCC(c2ccc(Cl)cc2)N(S(=O)(=O)c2ccc(C)cc2)C1 (centres undefined) | 0.0%&9.0%
COc1cccc(S(=O)(=O)N(C)C[C@H]2OCc3cn(nn3)CCCC(=O)N([C@H](C)CO)C[C@@H]2C)c1 | 2.2%
CCc1ccc(C(O)c2ncc(-c3ccc4ccccc4c3)[nH]2)cc1 (centres undefined) | 30.1%
CC(=O)NC(Cc1c(F)c(F)c(F)c(F)c1F)C(=O)NCC(N)C(=O)c1ccccc1 (centres undefined) | -51.8%
CC(C)C[C@@H](CN1CCC[C@H]1CN1C(=O)C(=O)NC[C@@H]1Cc1ccccc1)N1C[C@H](Cc2ccccc2)N(CCc2ccccc2)C(=O)C1=O | -43.4%
CC(CC(=O)Nc1ccc2c(c1)c(=O)n(C)n2Cc1ccc(F)cc1)C(F)(F)F (centres undefined) | -5.6%
COCCN(Cc1ccc(C)cc1)C(=O)[C@H]1O[C@@H](n2ccc(=O)[nH]c2=O)[C@H](O)[C@@H]1O | -1.1%
O=C(c1cccs1)N1C[C@H](n2cc(C3CC3)nn2)[C@@H](O)C[C@@H]1c1ccccc1 | 4.5%
Nc1ncnc2c1ncn2[C@@H]1O[C@H](C(=O)N2CCC(F)(F)CC2)[C@@H](O)[C@H]1O | 2.6%
NC(=O)c1cccc(-c2ccnc3c2CC(C(=O)NCc2ccccc2)O3)c1 (centres undefined) | -37.7%
COc1ccc(N(CC(=O)Nc2ccc(S(=O)(=O)N3CCOCC3)cc2)S(C)(=O)=O)cc1OC | 4.8%
CC1(C(=O)Nc2cccc3cccnc23)CCN1C(=O)Cc1ccc(Cl)cc1Cl (centres undefined) | -8.0%
CC(=O)Nc1ccc(-c2ccnc3c2CC(C)(C(=O)NCc2ccncc2)O3)cc1 (centres undefined) | 15.2%
CCC(=O)N(c1nnc(SC(C)C(=O)Nc2ccc(N3CCOCC3)cc2)s1)C1CC1 (centres undefined) | 3.5%
COc1cc(Br)cc(C(=O)N2CCc3ccccc32)c1OC | 5.3%
c1cc(-c2ccc3nncn3c2)ccc1CN1CCOCC1 | 18.7%
COC(=O)c1cc(=O)c2c(ccc3oc(=O)ccc32)[nH]1 | -3.7%
CCCCC(c1nc2ccccc2[nH]1)n1c(=O)c(-c2ccccc2)nc2cc(C)c(C)cc21 (centres undefined) | 2.7%
COc1cccc(NC(=O)COC(=O)c2ccc3c(c2)OCCO3)c1 | 77.3%
CSc1ccccc1-c1ccc2nccn2c1 | -1.8%

Gathered by group: the compounds so far containing a Cl atom.
SMILES | BRCA1 expr act
CCCCC1CC2=C(C(=O)OC(C)(C)O2)C(c2ccc(Cl)cc2)O1 (centres undefined) | 3.3%
Cc1cccnc1C(NC(=O)C1CCN(Cc2ccc(Cl)c(Cl)c2)CC1)c1ccc(Cl)cc1 (centres undefined) | -40.4%
O=C(NCc1ccccc1Cl)c1ccc2sc([C@@H]3O[C@H](CO)[C@H](O)[C@H](O)[C@H]3O)nc2c1 | 19.2%
CSc1ccccc1NC(=O)C1(C)CCN1C(=O)Cc1ccccc1Cl (centres undefined) | -0.2%
CC1(C(=O)NS(=O)(=O)c2ccc(Cl)cc2)CCN1C(=O)Cc1ccsc1 (centres undefined) | -2.2%
Clc1cccc(Cc2c(-c3cccc(Br)c3)nc3ccc(Br)cn23)c1 | 41.0%
Cc1ccc(C=NNC(=O)C(=O)Nc2ccc(Cl)c([N+](=O)[O-])c2)cc1 | 0.0%
CC(NC(=O)C1CCN(CCOc2ccc(Cl)cc2)CC1)c1cccc2ccccc12 (centres undefined) | -40.2%
Fc1cccc(Cc2c(-c3ccccc3)nc3c(Cl)cc(C(F)(F)F)cn23)c1 | 16.0%
O=C(O)CSc1c(Cl)c(=O)oc2ccc(Cl)cc12 | -10.8%
CCOC(=O)C(=O)N(C)c1c(CC)nc2c(OCc3cccc(Cl)c3)cccn12 | -5.4%
CC(=O)C1=CCC(c2ccc(Cl)cc2)N(S(=O)(=O)c2ccc(C)cc2)C1 (centres undefined) | 0.0%&9.0%
CC1(C(=O)Nc2cccc3cccnc23)CCN1C(=O)Cc1ccc(Cl)cc1Cl (centres undefined) | -8.0%
